Source: PubChem BioAssay (National Center for Advancing Translational Sciences (NCATS))
GLS inh – qHTS for Inhibitors of Glutaminase (GLS); GLS enzymatic activity, qHTS titration; Potency, µM (series often up to 45.5 µM), inactives show top-dose activity change, negative = inhibition, usual class: inhibitors; 0.21% of 410,000 active; AID 624170, 2012; note: potency is the fitted concentration of half-maximal effect; % is set by controls: 0 for no effect and ±100 for the full control effect
Target sequence (O94925 whole entry, looked up): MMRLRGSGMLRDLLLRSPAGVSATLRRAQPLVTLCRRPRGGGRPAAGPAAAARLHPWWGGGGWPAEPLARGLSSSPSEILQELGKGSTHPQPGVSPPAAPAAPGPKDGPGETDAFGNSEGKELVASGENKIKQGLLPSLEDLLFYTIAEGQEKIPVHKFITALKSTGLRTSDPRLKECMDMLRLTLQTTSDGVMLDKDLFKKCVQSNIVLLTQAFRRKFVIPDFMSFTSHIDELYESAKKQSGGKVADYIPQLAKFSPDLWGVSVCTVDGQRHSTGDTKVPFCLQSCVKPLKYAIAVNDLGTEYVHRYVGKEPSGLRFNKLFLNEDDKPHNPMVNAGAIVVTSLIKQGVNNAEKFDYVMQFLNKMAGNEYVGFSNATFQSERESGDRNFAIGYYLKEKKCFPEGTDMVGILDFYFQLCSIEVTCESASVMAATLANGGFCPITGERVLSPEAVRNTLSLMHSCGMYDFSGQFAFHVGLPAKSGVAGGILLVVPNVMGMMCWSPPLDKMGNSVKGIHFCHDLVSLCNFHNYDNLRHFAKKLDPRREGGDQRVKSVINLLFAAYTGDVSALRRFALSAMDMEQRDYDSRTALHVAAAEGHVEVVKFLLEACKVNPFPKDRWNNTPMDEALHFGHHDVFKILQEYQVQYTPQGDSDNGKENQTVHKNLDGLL
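Read-out is an Amplex red fluorescence increase coupled through glutamate oxidase and HRP, measured before and after 30 min room-temperature incubation. hKGA is in 45 mM KH2PO4 (pH 8.2) with 0.02% Tween-20; glutamine added as 1mM solution.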
PGK inhibitor – qHTS Assay to Find Inhibitors of Phosphoglycerate Kinase; Potency, µM (series often up to 57.5 µM), for the others: top-dose activity change, negative = inhibition, hits mostly inhibitors; PGK/GAPDH coupled, Kinase-Glo luminescence, 60 min; 0.043% of 380,000 active; Phosphoglycerate kinase, glycosomal (Trypanosoma brucei brucei), P07378; note: potency is the fitted concentration of half-maximal effect; % is set by controls: 0 for no effect and ±100 for the full control effect; nearly all actives have a fitted effect of over 60% in size
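Recombinant glycosomal PGK reaction used 1,3-bisphosphoglycerate generated in-well by GAPDH (100nM final) in 100mM TEA pH 7.6, 5mM MgCl2, 0.01% Tween-20. After 60 minutes at room temperature, ATP was read by Kinase-Glo Plus luminescence end-point.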
PI4K2A inh – qHTS for small molecular inhibitors of PI4K2A; 0.13% of 420,000 active; purified PI4K2A, ADP-Glo luminescence, 1 h; hits give low values; AID 1346378, 2018; Phosphatidylinositol 4-kinase type 2-alpha (Homo sapiens), Q9BTU6; activity change, negative = inhibition, % at 76.9 µM; in the data active = activity change below about -50%; inconclusive = mostly about -30% to -49%;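 note: -100% = wells without enzyme as full effect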
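PI4K2A activity was measured by ADP-Glo luminescence: enzyme (4 ug/mL stock) and phosphatidylinositol (1.2 mM stock) in Tris pH 7.5/MgCl2/EGTA/Triton X-100 buffer were reacted with ATP (300 microM stock) for one hour at ambient temperature.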
HP1b chromo inh – HTS for Inhibitors of HP1-beta Chromodomain Interactions with Methylated Histone Tails. 0.56% of 390,000 active. Chromobox protein homolog 1 (Homo sapiens), P83916. AlphaScreen HP1-beta / biotin-H3K9me3 peptide binding. AID 540317, 2011. Potency, µM (top dose mostly 114 µM), without a hit: at the highest dose activity change, negative = inhibition, most hits filed as inhibitors; note: potency is the fitted concentration of half-maximal effect; nearly all actives have a fitted effect of over 70% in size; inactives centre near 23
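HP1-beta protein (50 nM final) preincubated 30 min at room temperature with biotinylated H3(1-18)K9me3 peptide (50 nM) in PBS pH 7.4, 0.01% Tween-20, then compound added for 30 min. AlphaScreen streptavidin donor/nickel chelate acceptor beads (10 ug/mL final), 30 min dark, luminescence read.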
JMJD2A Tudor inh – qHTS Assay for Inhibitors of JMJD2A-Tudor Domain. Lysine-specific demethylase 4A (Homo sapiens), O75164. AlphaScreen JMJD2A-Tudor / H3K4me3 peptide binding. Potency, µM (highest dose often 114 µM), for inactives: top-dose activity change, negative = inhibition, usual class: inhibitors. 4.4% of 390,000 active; note: potency is the fitted concentration of half-maximal effect; % is set by controls: 0 for no effect and ±100 for the full control effect; nearly all actives have a fitted effect of over 50% in size
Pol eta inh – qHTS for Inhibitors of Polymerase Eta; 1.2% of 390,000 active; recombinant Pol eta, fluorescent DNA replication assay; AID 588591, 2011; Potency, µM (top dose mostly 114 µM), for inactives: at the highest dose activity change, negative = inhibition, most hits filed as inhibitors; DNA polymerase eta (Homo sapiens), Q9Y253; note: potency is the fitted concentration of half-maximal effect; % is set by controls: 0 for no effect and ±100 for the full control effect
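Pol eta at 10 nM preincubated with compounds 15 min at room temperature; reaction started with fluorescent substrate (50 nM final) and read kinetically at 0 and 10 min.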
G9a inh – qHTS Assay for Inhibitors of Histone Lysine Methyltransferase G9a. 8.8% of 350,000 active. G9a H3K9 monomethylation, AlphaScreen, 2 h. AID 504332, 2011. Potency, µM (highest dose often 102 µM), inactives show top-dose activity, negative = inhibition, hits mostly inhibitors; note: potency is the fitted concentration of half-maximal effect; % is set by controls: 0 for no effect and ±100 for the full control effect; nearly all actives have a fitted effect of over 75% in size
Target sequence (Q96KQ7 913-1193 limits assumed): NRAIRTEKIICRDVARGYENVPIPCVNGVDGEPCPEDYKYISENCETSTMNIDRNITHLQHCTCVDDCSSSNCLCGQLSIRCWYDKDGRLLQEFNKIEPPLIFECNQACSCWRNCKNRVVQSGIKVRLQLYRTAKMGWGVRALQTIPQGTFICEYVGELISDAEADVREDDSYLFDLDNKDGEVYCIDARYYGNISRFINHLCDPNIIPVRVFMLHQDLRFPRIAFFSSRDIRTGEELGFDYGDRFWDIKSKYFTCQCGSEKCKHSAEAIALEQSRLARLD
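Step 1: enzyme (final 20 nM) with compound, 15 min RT. Step 2: substrate peptide 500 nM and SAM 20 uM, 2 h RT. Step 3: anti-H3K9me1 antibody and AlphaScreen beads, 10 min, then plate read.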
Pin1 inh – qHTS Assay to Find Inhibitors of Pin1 | Peptidyl-prolyl cis-trans isomerase NIMA-interacting 1 (Homo sapiens), Q13526 | Pin1 FP peptide displacement, HiFluor488, 10 min | Potency, µM (doses to about 115 µM), without a hit: top-dose activity, negative = inhibition, usual class: inhibitors | 0.009% of 390,000 active; active = well fitted inhibition curve with a large enough effect in the polarisation, with a control signal flat, not every such curve was filed as active; inconclusive = small, poorly fitted or top-dose-only effect, or effect the other way, or a change in a side signal; inactive = no such curve, though single readings can be large or run the other way; the % refers to the polarisation; note: potency is the fitted concentration of half-maximal effect; % is set by controls: 0 for no effect and ±100 for the full control effect
BAZ2B block – qHTS Assay for Inhibitors of BAZ2B; Bromodomain adjacent to zinc finger domain protein 2B (Homo sapiens), Q9UIF8; AlphaScreen BAZ2B-H3K14Ac peptide displacement; Potency, µM (doses to about 114 µM), for the others: top-dose activity change, negative = inhibition, hits mostly inhibitors; 4.4% of 360,000 active; AID 504333, 2011; note: potency is the fitted concentration of half-maximal effect; % is set by controls: 0 for no effect and ±100 for the full control effect; nearly all actives have a fitted effect of over 60% in size
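In this displacement format the biotinylated H3(5-23) peptide acetylated at Lys14 serves as ligand at 50 nM, with BAZ2B at 50 nM in PBS pH 7.4 containing 0.01% Tween-20. Donor and acceptor beads are 10 ug/mL final.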
* marks the source's active call; other numbers are inactive results; i = inactive; u = inconclusive; x = not tested or not shown; & = joins results of further samples; [ ] = dose if it differs, or a comment. Unless noted, calls come from the whole dose curve; as a rule, active = well fitted curve in the direction sought with a large enough effect; inconclusive = small, poorly fitted or top-dose-only effect, or another doubt; inactive = no such curve, though single readings can be large; an effect the other way counts as inactive or inconclusive. Only part of the results is shown; count on the stated rates, not on these rows.

SMILES | GLS inh | PGK inhibitor | PI4K2A inh | HP1b chromo inh | JMJD2A Tudor inh | Pol eta inh | G9a inh | Pin1 inh | BAZ2B block
Cc1cc(NC(=O)CSc2nc3ccsc3c(=O)n2Cc2ccccn2)n[nH]1 | 1% | -2% | 3 | 18% | -36% | -4% | 102%[activator][59 µM] | 1% | 79µM*
O=C(c1ccccc1)C1CCN(C(=O)C2CCC(=O)N(Cc3ccccc3F)C2)CC1 (centres undefined) | -6% | -2% | -2 | 26% | -1% | -17% | 67%[activator] | 2% | 0%
O=C(NCCC1=CCCCC1)c1cnccn1 | 1% | -7% | -2 | 29% | -13% | 5% | 9%[59 µM] | -2% | -5%
Cc1ccc(NC2CCCN(C(=O)c3ccc(-n4ccnc4)cc3)C2)cc1C (centres undefined) | -1% | i | -4 | -5% | -33% | -7% | u | 1% | u
CC(/C=N/NC(=S)Nc1cccc(S(=O)(=O)N(C)C)c1)c1ccccc1 (centres undefined) | 11% | 4% | 4 | 13% | 20µM* | -16% | 8.9µM* | -4% | -6%
O=C1CC(=O)N2N=C(c3ccc([N+](=O)[O-])cc3)SC2=N1 | 9% | 1% | -8 | 9% | u | u | -4% | u | u
CCCC1=[N+](CC)CCn2c(C)ccc21 | 13% | -3% | 0 | 6% | u | 1% | 14µM* | 2% | 8%
COc1ccc(Cl)cc1NC(=O)CN(C)CC(=O)N(CC(C)C)c1c(N)n(CC(C)C)c(=O)[nH]c1=O | 1% | -1% | 2 | 27% | -17% | -15% | x | 0% | x
CC(C)[C@H](NC(=O)C1CC(=O)N(c2ccc3c(c2)OCCO3)C1)C(=O)NC1CCCC1 (some centres undefined) | 2% | -4% | -4 | 37% | 0% | -19% | 9% | -11% | -3%
CCOC(=O)c1ccc(NC(=S)NCCc2ccccc2F)cc1 | -9% | i | 7 | 14% | 3% | u | -11%[59 µM] | 3% | -2%
CCCn1c(=O)c(C(=O)NNS(=O)(=O)c2ccc(C)cc2)c(O)c2ccccc21 | -27% | -4% | 1 | 55%[activator] | -27% | -12% | -7%[59 µM] | -9% | 6%
COc1ccc2cc(C[C@@H]3CC[C@@H](CNC(N)=O)O3)ccc2c1 | 0% | -4% | -2 | 18% | -14% | 0% | x | -4% | x

Looked up by compound from the list above (5):
SMILES | GLS inh | PGK inhibitor | PI4K2A inh | HP1b chromo inh | JMJD2A Tudor inh | Pol eta inh | G9a inh | Pin1 inh | BAZ2B block
CC(/C=N/NC(=S)Nc1cccc(S(=O)(=O)N(C)C)c1)c1ccccc1 (centres undefined) | 11% | 4% | 4 | 13% | 20µM* | -16% | 8.9µM* | -4% | -6%
COc1ccc(Cl)cc1NC(=O)CN(C)CC(=O)N(CC(C)C)c1c(N)n(CC(C)C)c(=O)[nH]c1=O | 1% | -1% | 2 | 27% | -17% | -15% | x | 0% | x
CC(C)[C@H](NC(=O)C1CC(=O)N(c2ccc3c(c2)OCCO3)C1)C(=O)NC1CCCC1 (some centres undefined) | 2% | -4% | -4 | 37% | 0% | -19% | 9% | -11% | -3%
COc1ccc2cc(C[C@@H]3CC[C@@H](CNC(N)=O)O3)ccc2c1 | 0% | -4% | -2 | 18% | -14% | 0% | x | -4% | x
CCOC(=O)c1ccc(NC(=S)NCCc2ccccc2F)cc1 | -9% | i | 7 | 14% | 3% | u | -11%[59 µM] | 3% | -2%

The list continues.
SMILES | GLS inh | PGK inhibitor | PI4K2A inh | HP1b chromo inh | JMJD2A Tudor inh | Pol eta inh | G9a inh | Pin1 inh | BAZ2B block
CCn1c(NCc2ccc(N(C)C)cc2)nc2ccccc21 | -3% | -1% | -1 | -11% | u | 0% | 20µM* | -7% | u
CC(=O)N/C(=C/c1ccc2c(c1)OCO2)C(=O)NC(Cc1ccccc1)C(=O)O (centres undefined) | 35%[activator] | -12% | 1 | 16% | -31% | 7% | x | -14% | x
COc1cccc(-n2c(=O)n(Cc3ccccc3)c(=O)c3[nH]cnc32)c1 | -14% | -6% | -1 | 23% | -4% | 0% | 23%[59 µM] | 8% | -3%
CC(C)NC(=O)c1onc(CSc2ccc(F)c(F)c2)c1C(=O)NC(C)C | -3% | -1% | -8 | 124%[activator] | 12% | -12% | x | 2% | x
CC(OC(=O)Cn1[nH]c(=O)c2ccccc2c1=O)C(=O)Nc1ccc(F)cc1 (centres undefined) | 3% | 1% | 2 | 39% | -2% | -21% | 14%[0.501 µM] | 1% | 2%
CC1CCN(S(=O)(=O)c2ccc3[nH]c(=O)ccc3c2)CC1 | -8% | -5% | 3 | 49%[activator] | -4% | -18% | x | 18% | 8%
CC1CC(=O)Nc2ccccc2N1C(=O)Cn1cnc2ccc(Br)cc2c1=O (centres undefined) | 3% | -1% | -2 | 8% | -22% | -1% | -13% | 3% | 9%
CCN(C(=S)Nc1cccnc1)c1cccc2ccccc12 | 5% | 2% | -6 | -11% | -27% | -16% | u | 0% | u
Cc1cc(NC(=O)c2cccc(S(=O)(=O)N3CC(c4ccccc4)CC3=O)c2)no1 (centres undefined) | 1% | i | -8 | 17% | -24% | -3% | -8%[59 µM] | 5% | -1%
CCCC(O)(CCN1CCCCC1)c1ccc(OCC)cc1 (centres undefined) | -3% | -2% | 5 | x | -23% | -2% | -15% | -2% | 6%
COc1ccc(CCC(=O)N2CCN(S(=O)(=O)c3ccc(C)cc3)CC2)cc1 | -9% | -1% | 1 | 41%[activator] | -12% | -14% | -4%[12.7 µM] | -2% | 1%
Cc1c(C)c2c(C)nn(-c3ccccc3)c2[nH]c1=O | 0% | -2% | 13 | 32%[activator] | -5% | -18% | 24%[12.7 µM] | -1% | -22%
COc1ccc(C(=O)N2CCC3(CC2)NCCc2[nH]cnc23)cc1OC | 0% | -8% | -2 | 22% | -14% | -20% | 6%[59 µM] | 8% | -24%
O=C(O)c1ccc2c(c1)C(=O)N(c1cc(C(=O)O)ccc1Br)C2=O | 10% | 16% | 8 | 37% | -7% | -10% | 10%[59 µM] | 1% | -36%
COc1cc(C(=O)N2CCN(Cc3ccc4c(c3)OCO4)CC2)cc(OC)c1OC | -4% | -8% | -3 | u | 0.89µM* | -14% | 20µM* | -9% | 79µM*
CCOC(=O)C1=NOC2C(=O)N(c3ccc(Cl)cc3Cl)C(=O)C12 (centres undefined) | 2% | 1% | 3 | 6% | 1% | 9% | u | 0% | -17%
CCOC(=O)C1=C(C)Nc2ncnn2C1c1ccc(N(C)C)cc1 (centres undefined) | 12%&10% | 7%&-10% | 3&-2 | 0%&1% | u | -24%&-1% | u | 9%&19% | -11%
CCN1CCN(C(=O)c2ccc3c(=O)n(C4CCCC4)c(=S)[nH]c3c2)CC1 | 1% | -4% | 6 | 36%[activator] | -29% | -7% | -41%[12.7 µM] | u | -19%
COc1ccc2c(c1)C(=O)OC2CC(=O)O (centres undefined) | 4% | 7% | 0 | 46%[activator] | 4% | 6% | -9%[59 µM] | 0% | 0%
CCCNC(=O)CCn1c(=S)oc2ccccc21 | u | 0% | 2 | -7% | -19%[11.4 µM] | u | 24% | -6% | 1%
CC(C)C(NS(=O)(=O)c1ccc2c(c1)oc(=O)n2C)C(=O)N1CCN(C2CCCCC2)CC1 (centres undefined) | -1% | 12% | -2 | 43%[activator] | -3% | -1% | -6% | -3% | 18%
N#Cc1nc(COc2ccccc2F)oc1NCc1ccc(F)cc1 | 5% | -2% | -2 | -8% | -30% | -26% | 35µM* | 20% | u
CC(=O)Nc1cccc(C(=O)N2CCN(S(=O)(=O)Cc3ccccc3)CC2)c1 | 10% | i | -2 | 18%[57 µM] | 2% | -9% | x | 1% | x
CC(=O)N1CCc2cc(S(=O)(=O)NCC(=O)NCc3ccc(Cl)cc3)ccc21 | 0% | 0% | -3 | 21% | -8% | -6% | 13% | 1% | -14%
O=C(CCN1C(=O)C2C3C=CC(C3)C2C1=O)N1CC(=O)N(CCc2ccccc2)C(=O)C1 (centres undefined) | 0% | -1% | 3 | 24% | 13% | -13% | 5%[12.7 µM] | -1% | 7%
Cn1c(CNC(=O)CSc2n[nH]c(-c3ccccc3Cl)n2)nc2ccccc21 | 7% | i | -8 | 25%[57 µM] | -27% | -14% | 28µM* | 2% | 4%
Cc1ccc(CNC(=O)CC(C)S(=O)(=O)c2ccc3c(c2)NC(=O)CS3)o1 (centres undefined) | 4% | -2% | -5 | -13% | -8% | 7% | x | u | -24%
CN(C)c1cccc(C(=O)NNC(=O)C23CC4CC(CC(C4)C2)C3)c1 | 28% | -9% | -4 | 14% | -16% | -17% | x | 7% | x
